ERAP1 inh: ERAP1 (human) enzyme inhibition | Q9NZ08 | recombinant ERAP1, Leu-AMC fluorescence, 60 min | inhibition, % at 10.7 µM | actives 0.15% (n = 340,000) | AID 652197;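 active = mean replicate inhibition of at least 30%, or all replicates individually reaching that 30% level; inactive = mean below 30% and not every replicate reaching it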;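 note: 0% = neutral control wells and 100% = L-leucinethiol positive control wells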
Target sequence (Q9NZ08 whole entry, looked up): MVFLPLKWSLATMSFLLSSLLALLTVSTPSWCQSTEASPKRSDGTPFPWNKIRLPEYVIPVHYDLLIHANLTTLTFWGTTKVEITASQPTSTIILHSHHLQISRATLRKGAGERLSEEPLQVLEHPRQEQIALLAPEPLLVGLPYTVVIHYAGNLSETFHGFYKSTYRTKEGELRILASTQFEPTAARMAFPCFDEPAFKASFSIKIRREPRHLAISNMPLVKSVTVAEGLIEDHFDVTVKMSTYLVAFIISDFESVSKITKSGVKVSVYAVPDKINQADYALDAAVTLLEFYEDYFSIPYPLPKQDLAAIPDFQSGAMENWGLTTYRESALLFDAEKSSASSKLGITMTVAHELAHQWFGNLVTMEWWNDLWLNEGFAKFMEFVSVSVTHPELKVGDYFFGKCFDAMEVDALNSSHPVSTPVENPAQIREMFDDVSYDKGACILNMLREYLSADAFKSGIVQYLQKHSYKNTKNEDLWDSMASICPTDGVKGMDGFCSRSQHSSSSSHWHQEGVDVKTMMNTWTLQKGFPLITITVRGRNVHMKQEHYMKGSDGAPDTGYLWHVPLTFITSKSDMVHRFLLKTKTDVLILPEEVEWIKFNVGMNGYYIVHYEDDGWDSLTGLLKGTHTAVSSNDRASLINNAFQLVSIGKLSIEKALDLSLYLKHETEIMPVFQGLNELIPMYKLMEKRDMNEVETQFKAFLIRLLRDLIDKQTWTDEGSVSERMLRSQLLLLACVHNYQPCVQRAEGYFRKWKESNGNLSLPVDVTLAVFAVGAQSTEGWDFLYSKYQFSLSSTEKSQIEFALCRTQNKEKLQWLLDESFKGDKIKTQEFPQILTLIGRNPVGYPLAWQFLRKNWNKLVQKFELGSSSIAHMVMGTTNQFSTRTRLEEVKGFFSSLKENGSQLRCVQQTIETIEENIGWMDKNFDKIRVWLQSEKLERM
PGC1a acetyl inh: modulators of PGC1a acetylation; inhibition, % at 15.6 µM; actives 0.17% (n = 350,000); U2OS PGC1a acetylation, AlphaScreen anti-acetyl-lysine; with virally co-expressed GCN5 acetyltransferase;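 active = every replicate shows inhibition of at least 40%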;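 note: 0% = neutral control wells and 100% = positive control wells; some results beyond the cut were filed as inactive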
XiGFP reactiv: reactivates the inactive X chromosome in mouse fibroblasts; XiGFP mouse fibroblasts, % GFP-positive cells imaging, 3 d; cells co-treated with 5-aza-dC sensitizer; scaled so ellipticine positive control = 100%; activation, % at 7.58 µM; actives 0.055% (n = 360,000); AID 743238;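 active = mean normalized replicate activation at least 10% and every replicate at or above 10%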;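 note: 0% = median of on-plate neutral control wells and 100% = ellipticine 6 µM median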
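Schedule: 3 d treatment, 15 min room-temperature fixation; system: 68-5-11 XiGFP fibroblast line; buffer or medium: DMEM plus 5-aza-dC sensitizer; control set: ellipticine 6 µM positive control; compound: one concentration, pinned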
LGR2 inh: inhibitors of bursicon-induced Drosophila LGR2 receptor cAMP signaling; AID 720647; HEK293 LGR2, CRE-luciferase, bursicon-stimulated, 4 h; actives 0.35% (n = 380,000); inhibition, % at 9.99 µM;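 active = drop in luminescence signal, shown as inhibition above about 50% in the replicate tests, limit read from the data, passing the limit was not always enough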;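 note: agonist challenge used bursicon conditioned medium at about half maximal strength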
S100A4 inh HTS: inhibitors of human S100A4 binding to myosin IIA peptide | P26447 | S100A4/TAMRA-MyoIIA peptide fluorescence polarization | inhibition, % at 10.7 µM | actives 0.14% (n = 360,000) | AID 652163;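 active = mean inhibition of at least 70% across replicates, with every replicate also reaching that level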
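Material: S100A4 monomer (human). Medium: Calcium-containing HEPES buffer, pH 7.2. Probe or stimulus: labelled myosin peptide probe, 5 nM. Compound dosing: one concentration per compound. Timing: polarization read 5 min after assay mix addition, stable 5–60 min. Benchmarks: DMSO as neutral control, TFP as positive control.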
SIRT5 inh: blocks human SIRT5 desuccinylation of peptide. Q9NXA8. Purified SirT5, succinyl-peptide AMC, trypsin-coupled fluorescence. inhibition, % at 15 µM. actives 1.1% (n = 330,000); in the data active = inhibition above about 15%
Statin myotox sup: protects C2C12 myotubes from simvastatin toxicity. rescue of ATP level, % at 7.49 µM. ATP luminescence, 48 h; scaled: DMSO 0, geranylgeraniol control 100. AID 602340. actives 0.78% (n = 330,000);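 active = mean ATP rescue above about 67%, or every replicate alone reaching that limit, limit read from the data, passing the limit was not always enough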;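 note: myotubes were challenged with 10 µM simvastatin during compound exposure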
Cneo AK release: Cryptococcus neoformans lysis via adenylate kinase release. C. neoformans lysis, adenylate kinase release luminescence, 4 h; normalised: neutral wells 0, clomiphene wells 100. lysis activity, % at 15 µM. actives 0.2% (n = 360,000);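 active = mean lysis activity across replicates of at least 80%, whatever share of replicates individually reach that level; inactive = mean lysis activity below 80%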
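Material: C. neoformans cells | Amount: Yeast cell density of 5 × 10^6 cells/mL | Medium: Fresh YPD growth medium | Dosing: Single dose | Times: Static 4 h at 37 °C with compound, 1 h detection | Detection: AK luminescence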
The depositor's hits bear a star; . = not tested or not shown; & = joins results of further samples. A portion of the library, so the mix of outcomes need not match the whole.

[1] O=C(C[C@H]1C[C@@H]2c3cc(NC(=O)C4CCOCC4)ccc3O[C@@H]2[C@@H](CO)O1)NCc1cccnc1
[2] CCCNC(=O)Nc1ccc2c(c1)C(=O)N(C)C[C@H](OC)[C@H](C)CN(C(=O)C1CCCCC1)[C@H](C)CO2
[3] C[C@@H]1CCCCO[C@H](CN(C)C(=O)Nc2cccc3ccccc23)[C@H](C)CN([C@@H](C)CO)C(=O)c2cc(NC(=O)c3ccncc3)ccc2O1
[4] CC1=C(N2CCCCC2)CCC1=O
[5] Cn1cc(/C=C2\SC(=O)NC2=S)c2ccccc21
[6] C[C@@H]1CCCCO[C@H](CN(C)CC2CC2)[C@H](C)CN([C@@H](C)CO)C(=O)c2cc(NC(=O)Cc3ccccc3)ccc2O1
[7] COc1ccc(OCC(=O)Nc2ccc(NC(=O)c3cccs3)cc2)cc1
[8] O=C(c1cnc2sccn2c1=O)N(Cc1ccccc1)c1ccccn1

Compound | 1 | 2 | 3 | 4 | 5 | 6 | 7 | 8
ERAP1 inh | 2 | . | -6 | . | 0 | -1 | -1 | -1
PGC1a acetyl inh | 3 | 32 | -9 | . | . | 8 | . | 4
XiGFP reactiv | 0.4 | -0.3 | 0.1 | 0.0 | 0.6 | 0.2 | 0.0 | -0.2
LGR2 inh | -7 | -15 | -4 | -4 | 8 | 5 | -6 | .
S100A4 inh HTS | -4 | . | 23 | 1 | -6 | 12 | -2 | 3
SIRT5 inh | -1 | . | 5 | . | 7 | 3 | 102* | -1
Statin myotox sup | 7 | 12 | -15 | 13 | . | . | -1 | -10
Cneo AK release | 5 | . | -1 | -6 | . | 0 | -1 | 2

[9] COc1cc(Cl)c(C)cc1NC(=O)COC(=O)c1cc[n+]([O-])cc1
[10] O=C1c2ccccc2C(=O)N1c1ncn[nH]1
[11] COC(=O)c1ccc(S(=O)(=O)NCc2ccc(OC)cc2)n1C
[12] CC(NC(=O)CN(C)CC(=O)Nc1ccc(F)c(F)c1F)c1ccccc1 (stereo unspecified)
[13] CC(=O)NC1CC2CCCC(C1)N2C(=O)Nc1c(C)cccc1C (stereo unspecified)
[14] CCCCOc1ccc(-c2c(C#N)c(N)[nH]c(=S)c2C#N)cc1
[15] Cc1cc(N)n(-c2ccc(Oc3ccccc3)c(S(=O)(=O)O)c2)n1
[16] CCc1nc2ccc(C(=O)Nc3cc(-c4ccccc4)ccc3OC)cn2c1N(C)Cc1ccc(Cl)cc1

Compound | 9 | 10 | 11 | 12 | 13 | 14 | 15 | 16
ERAP1 inh | -1 | 5 | 2 | 15 | -3 | -1 | 4 | 0
PGC1a acetyl inh | 0 | 0 | . | . | 6 | -12 | 6 | 8
XiGFP reactiv | 0.3 | -0.1 | 0.0 | 0.0 | 0.1 | -0.2 | 0.0 | -0.1
LGR2 inh | 3 | 0 | -2 | -11 | -12 | 4 | -22 | -21
S100A4 inh HTS | 0 | -2 | 14 | 0 | -16 | 0 | 0 | -3
SIRT5 inh | -4 | -4 | -4 | -1 | . | -5 | 47* | -5
Statin myotox sup | . | 0 | . | . | 3 | . | . | -34
Cneo AK release | . | -2 | . | . | -5 | 0 | . | -1

[17] CCc1ccc(N2CC(O)(c3cccs3)[N+]3=C2SCCC3)cc1 (stereo unspecified)
[18] Cc1ccc(S(=O)(=O)N2CCC(NC(=O)c3cccnc3)CC2)cc1Cl
[19] COc1ccc2c3c([nH]c2c1)[C@H](CO)N(S(=O)(=O)c1ccc(C)cc1)CC31CN(Cc2ccccc2)C1
[20] CCCCc1c(-c2ccccc2OC)ncn1Cc1ccc(Cl)cc1
[21] Cc1nnc(Sc2c(N)n(C)c(=O)[nH]c2=O)s1
[22] O=C(CCCCCNc1nc(=S)[nH]c2ccccc12)NCCc1ccc(Cl)cc1
[23] Cc1cc(C)c(C)c(S(=O)(=O)N2CCN(C(=O)CCC(=O)N3CCOCC3)CC2)c1C
[24] CCC(=O)N1CC2(C1)CN(C(=O)CC)[C@@H](CO)c1[nH]c3cc(OC)ccc3c12

Compound | 17 | 18 | 19 | 20 | 21 | 22 | 23 | 24
ERAP1 inh | 2 | 2 | -1 | -2 | -1 | -1 | . | -3
PGC1a acetyl inh | 3 | . | 0 | . | 2 | -17 | . | .
XiGFP reactiv | 0.0 | 0.2 | 0.0 | -0.1 | . | 0.0 | -0.1 | 0.3
LGR2 inh | -14 | 13 | 15 | 14 | 8 | -6 | -4 | -8
S100A4 inh HTS | 1 | 0 | -2 | 0 | 1 | 0 | -4 | 13
SIRT5 inh | -3 | 1 | 0 | 3 | 1 | -6 | -3 | -1
Statin myotox sup | . | -5 | . | . | 5 | . | -4 | .
Cneo AK release | . | 0 | . | . | 6 | . | . | .

[25] Cc1cc(Cl)c(S(=O)(=O)NC(C)C)cc1OCC(N)=O
[26] CN(C)CCCNC(=O)c1cc(C(=O)C2CCCCC2)c[nH]1
[27] COC(=O)Cc1ccc(N(Cc2ccccc2F)S(=O)(=O)c2ccc(Cl)cc2)cc1
[28] Cc1noc(C)c1NC(=O)N[C@H]1CC[C@@H](CC(=O)N2CCCCC2)O[C@H]1CO
[29] CCCCn1c(N)c(N(Cc2ccccc2OC)C(=O)COc2ccccc2OC)c(=O)[nH]c1=O
[30] COc1ccc(-c2ccc(C(=O)Nc3ccc(NC(C)=O)cc3)c3occc23)c(C)c1
[31] CCOC(=O)CCCCCC(=O)Nc1ccc2c(c1)C(=O)N([C@@H](C)CO)C[C@H](C)[C@H](CN(C)S(=O)(=O)c1ccc(OC)cc1)OCCCC[C@H](C)O2

Compound | 25 | 26 | 27 | 28 | 29 | 30 | 31
ERAP1 inh | -7 | 0 | 2 | 0 | -7 | 4 | -2&-4
PGC1a acetyl inh | . | -4 | . | 7 | . | -36 | -1
XiGFP reactiv | -0.3 | 0.0 | -0.1 | -0.5 | -0.1 | 0.4 | 0.1&-0.7
LGR2 inh | 8 | -6 | 9 | -2 | -5 | -28 | 2&-20
S100A4 inh HTS | 1 | 1 | -2 | -1 | 5 | 2 | -10&-4
SIRT5 inh | -2 | -1 | 1 | 1 | 0 | -1 | -5&4
Statin myotox sup | . | 2 | . | -7 | . | 25 | 3
Cneo AK release | . | 0 | . | 4 | . | -1 | 0

In the list so far, these have a Cl atom:
[9] COc1cc(Cl)c(C)cc1NC(=O)COC(=O)c1cc[n+]([O-])cc1
[16] CCc1nc2ccc(C(=O)Nc3cc(-c4ccccc4)ccc3OC)cn2c1N(C)Cc1ccc(Cl)cc1
[18] Cc1ccc(S(=O)(=O)N2CCC(NC(=O)c3cccnc3)CC2)cc1Cl
[20] CCCCc1c(-c2ccccc2OC)ncn1Cc1ccc(Cl)cc1
[22] O=C(CCCCCNc1nc(=S)[nH]c2ccccc12)NCCc1ccc(Cl)cc1
[25] Cc1cc(Cl)c(S(=O)(=O)NC(C)C)cc1OCC(N)=O
[27] COC(=O)Cc1ccc(N(Cc2ccccc2F)S(=O)(=O)c2ccc(Cl)cc2)cc1

Compound | 9 | 16 | 18 | 20 | 22 | 25 | 27
ERAP1 inh | -1 | 0 | 2 | -2 | -1 | -7 | 2
PGC1a acetyl inh | 0 | 8 | . | . | -17 | . | .
XiGFP reactiv | 0.3 | -0.1 | 0.2 | -0.1 | 0.0 | -0.3 | -0.1
LGR2 inh | 3 | -21 | 13 | 14 | -6 | 8 | 9
S100A4 inh HTS | 0 | -3 | 0 | 0 | 0 | 1 | -2
SIRT5 inh | -4 | -5 | 1 | 3 | -6 | -2 | 1
Statin myotox sup | . | -34 | -5 | . | . | . | .
Cneo AK release | . | -1 | 0 | . | . | . | .

Assay outcomes: PubChem, Broad Institute
